tim23-1 inh – growth inhibitors of tim23-1 mutant yeast, primary screen, luminescence, uHTS; 330,000 tested, 1.3% active; AID 463212, 2010; inhibition, % at 20 µM; S. cerevisiae tim23-1 growth, BacTiter-Glo luminescence, 24 h;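 active = growth inhibition of the mutant yeast at or above 50%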;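 note: temperature-sensitive mutant grown at 25 °C; plate controls were DMSO-treated mutant yeast for no effect and medium wells lacking yeast for full effect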
APJ ag – agonists of human apelin receptor APJ, primary screen, CHO-K1 cells, PathHunter beta-arrestin, luminescence; P35414; 0% DMSO wells, 100% apelin; activation, % at 20 µM; 330,000 tested, 0.11% active;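 active = activation more than six SD over the plate average, tested at 20 µM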;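 note: 0% = DMSO alone and 100% = apelin-13 at 10 nM; some results filed as inactive read as strong as hits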
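Test system: CHO-K1 APJ beta-arrestin complementation cell line | Compound: Single test compound dose, 20 µM final, 1% DMSO | Incubation: Compound 90 min 25 °C, reagent 1 h | Measured by: beta-gal luminescence | Read-out basis: APJ–arrestin association signal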
TIM10 inh – growth inhibitors of isogenic TIM10 control yeast, primary screen, counter-screen for tim10-1 yeast inhibitor project, luminescence, uHTS | AID 463195, 2010 | S. cerevisiae TIM10 strain growth, BacTiter-Glo luminescence, 24 h | 330,000 tested, 1.4% active | inhibition, % at 10 µM;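 active = inhibition of 40% or more at the single tested concentration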;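 note: wild-type TIM10 isogenic control strain grown at permissive 25 °C; 0% = DMSO yeast wells and 100% = minimal medium wells without yeast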
UPR XBP1 act – activators of adaptive XBP1 UPR arm, primary screen, cell-based, CHO-XBP1 luciferase reporter, luminescence, uHTS; IRE1-XBP1 UPR activation; percent of tunicamycin response, DMSO as zero; activation, % at 20 µM; 330,000 tested, 0.33% active;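 active = versus positive control, 20 µM dose yields 30% or more activation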;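 note: 100% = tunicamycin at 10 µg/mL and 0% = DMSO only wells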
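Material: CHO cell line with stable XBP1 luciferase reporter; buffer or medium: F12 medium containing 10% fetal bovine serum; compound: single point, 20 µM final compound, 1% DMSO; incubation: 6 h treatment, 37 °C; measured by: glow luminescence from Steady-Glo reagent; evaluation: activation, % of tunicamycin; control set: tunicamycin high, DMSO low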
tim10-1 inh – growth inhibitors of tim10-1 mutant yeast, primary screen, luminescence, uHTS. S. cerevisiae tim10-1 ts strain growth, BacTiter-Glo, 24 h. inhibition, % at 20 µM. 330,000 tested, 2.2% active;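 active = inhibition of at least 40%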;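 note: mutant grown at 25 °C; 0% = DMSO wells with yeast and 100% = wells holding no yeast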
CHOP UPR activ – activators of apoptotic CHOP UPR arm, primary screen, cell-based, CHO-CHOP luciferase reporter, luminescence, uHTS; UPR activation; percent of tunicamycin response over DMSO baseline; activation, % at 10 µM; 330,000 tested, 0.34% active;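 active = at 10 µM dose, activation of 40% or more, normalized to positive control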;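 note: 100% = tunicamycin at 10 µg/mL and 0% = DMSO alone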
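assay system = CHO CHOP reporter cells | amount = 500 CHO-CHOP cells per well | buffer or medium = F12 with 10% FBS | incubation = 16-18 h cell attachment, then 6 h compound exposure, 37 °C | detection = luminescence read with Steady-Glo | read-out = percent activation relative to tunicamycin control | controls = tunicamycin high control, DMSO low control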
Mdm2-MdmX inh – inhibitors of human Mdm2-MdmX association, primary screen, cell-based, luminescence, split luciferase, SaOS-2, uHTS; Protein Mdm4 (Homo sapiens) + E3 ubiquitin-protein ligase Mdm2 (Homo sapiens), …; SaOS-2 split-luciferase Mdm2/MdmX complementation; inhibition, % at 8 µM; 330,000 tested, 3% active;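 active = inhibition of at least 50% at 8 µM in the primary screen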
Target sequence (O15151 whole entry, looked up): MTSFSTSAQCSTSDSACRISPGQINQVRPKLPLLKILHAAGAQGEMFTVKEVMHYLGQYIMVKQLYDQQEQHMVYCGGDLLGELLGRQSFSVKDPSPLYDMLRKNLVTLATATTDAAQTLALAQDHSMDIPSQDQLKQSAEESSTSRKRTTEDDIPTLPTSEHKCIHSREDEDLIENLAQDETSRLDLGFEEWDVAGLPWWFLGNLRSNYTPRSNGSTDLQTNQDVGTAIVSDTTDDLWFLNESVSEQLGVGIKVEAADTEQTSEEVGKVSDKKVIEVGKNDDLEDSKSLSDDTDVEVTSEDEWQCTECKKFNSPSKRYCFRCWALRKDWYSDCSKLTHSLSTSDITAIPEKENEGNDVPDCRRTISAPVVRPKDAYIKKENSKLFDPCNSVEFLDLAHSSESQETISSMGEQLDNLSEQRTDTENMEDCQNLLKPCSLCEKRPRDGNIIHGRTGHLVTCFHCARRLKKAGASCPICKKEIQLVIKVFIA
Target sequence (Q00987 whole entry, looked up): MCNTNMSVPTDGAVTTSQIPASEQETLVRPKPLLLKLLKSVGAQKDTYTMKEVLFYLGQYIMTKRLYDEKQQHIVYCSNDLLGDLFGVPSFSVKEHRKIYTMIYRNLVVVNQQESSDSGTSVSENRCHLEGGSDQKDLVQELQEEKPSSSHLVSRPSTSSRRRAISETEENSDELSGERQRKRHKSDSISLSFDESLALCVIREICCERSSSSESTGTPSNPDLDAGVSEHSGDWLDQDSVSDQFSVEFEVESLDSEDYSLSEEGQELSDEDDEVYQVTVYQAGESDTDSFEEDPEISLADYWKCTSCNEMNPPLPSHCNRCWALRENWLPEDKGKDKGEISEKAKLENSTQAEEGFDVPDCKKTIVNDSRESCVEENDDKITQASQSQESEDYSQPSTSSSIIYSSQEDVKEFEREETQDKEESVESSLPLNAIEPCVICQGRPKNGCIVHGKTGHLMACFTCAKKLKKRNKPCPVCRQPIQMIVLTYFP
NALP3 yeast inh – NALP3 inflammasome inhibitors in reconstituted yeast, primary screen, luminescence, uHTS | 330,000 tested, 0.39% active | inhibition, % at 10 µM | AID 2825, 2010 | Yeast reconstituted NLRP3/ASC/caspase-1, beta-gal luminescence, 24 h;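 active = inhibition of 50% or more; inactive = inhibition below 50%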;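 note: plate controls were induced DMSO wells for no effect and uninduced yeast grown without galactose for full effect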
GRIN3A LBD mod – binders of NR3A ligand-binding domain, primary screen, biophysical, differential scanning fluorimetry, uHTS | Glutamate receptor ionotropic, NMDA 3A (GRIN3A) ligand-binding domain | NR3A LBD differential scanning fluorimetry, Tm shift; 0% = protein alone, 100% = glycine-bound protein | Tm shift relative to glycine control, % at 25 µM | 340,000 tested, 2.5% active | AID 1259313, 2017;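 active = melting temperature shift of at least 10% of the positive control shift, at one fixed dose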
* = called active by the depositor; nt = not tested or not shown.

SMILES	tim23-1 inh	APJ ag	TIM10 inh	UPR XBP1 act	tim10-1 inh	CHOP UPR activ	Mdm2-MdmX inh	NALP3 yeast inh	GRIN3A LBD mod
FC(F)(F)c1cc(-c2ccccc2)nc(NCC2CCCO2)n1 (stereo unspecified)	23	1	-5	1	16	0.5	-15	41	5
Cc1ccccc1OCCCC(=O)Nc1ccc(Br)cc1	10	0	-7	0	14	-2.5	4	6	9
CC(C)Cn1c(=O)c2c(nc3n2CCS3)n(C)c1=O	-6	-3	4	0	7	-1.1	3	15	2
Cc1ccc(S(=O)(=O)N(CC(=O)N/N=C/c2ccco2)Cc2ccccc2)cc1	28	6	10	-3	31	-0.6	1	13	-1
Cc1cc(C)cc(NC(=O)COC(=O)c2cc(=O)[nH]c(=O)[nH]2)c1	9	-2	13	1	10	-1.5	24	1	-2
O=C(CSCc1ccccc1)Nc1ccccc1C(=O)Nc1ccc(C(=O)O)cc1	8	-2	6	-1	16	1.7	21	-2	-3
N#Cc1c(NCCO)ccc([N+](=O)[O-])c1NCCO	9	2	0	-3	-21	-0.7	-2	15	-1
Cc1ccc(OCC(=O)Nc2cccc(-c3nnc(-c4ccccc4)o3)c2)cc1	-22	0	-4	-1	15	0.5	-112	19	0
CCOC(=O)CN1C(=O)/C(=C/c2ccc(Cl)cc2)Oc2ccccc21	-3	-2	-2	9	10	3.2	39	13	-1
CC1(C)CN(c2ccc(-c3ccnc4ncnn34)cc2)C1=O	12	1	0	0	-1	1.0	24	8	0
CCN(CC)c1ccc(C(=O)OCC(=O)Nc2cccc(S(=O)(=O)NC3=NCCCCC3)c2)cc1	6	-3	2	-2	26	1.9	-20	1	-8
C=CCc1c(C)nc(C)nc1N/N=C/c1ccc([N+](=O)[O-])cc1	0	0	-13	-2	14	-1.4	28	21	0
CCNS(=O)(=O)c1ccc(NC(=O)c2c(-c3ccccc3)noc2C)cc1	-3	-3	12	-4	9	2.0	13	2	1
CCn1nc(C(=O)NNC(=O)c2cc(Cl)ccc2OC)c2ccccc2c1=O	19	-6	8	0	29	0.5	19	15	1
O=C(/C=C/c1cccc(F)c1)Nc1cc(S(=O)(=O)N2CCOCC2)ccc1Cl	31	-1	-2	-4	13	0.7	27	24	-11
Cc1ccc(-c2nc3ccccc3[nH]2)cc1NC(=O)c1ccco1	28	1	21	4	17	0.5	4	9	-1
Cc1csc(NC(=O)CSc2nnc(-c3ccccn3)n2-c2ccc(C)c(C)c2)n1	3	-1	0	-1	33	-1.4	11	10	-3
O=C1N[C@@H](Cc2ccccc2)C(=O)N2[C@H]1C[C@]1(Br)c3ccccc3N(S(=O)(=O)c3ccc(F)cc3)[C@H]21	9	1	11	-1	16	0.0	9	17	0
COc1ccc(C(=O)NNC(=O)CSc2nnnn2C)cc1	5	-3	-10	0	2	4.7	-6	-6	-2
COc1ccc(N(CC(=O)NCc2ccc(C)cc2)S(=O)(=O)c2c(C)noc2C)cc1	1	-3	4	-2	-2	0.1	-4	21	0
CCN(CCCNC(=O)c1cn(CC)c2ccc(S(=O)(=O)N(C)C)cc2c1=O)c1cccc(C)c1	17	0	10	0	8	0.0	37	18	-9
CCCn1nc(C(=O)NC2CCCCCC2)c2ccccc2c1=O	22	-5	-11	-2	-2	1.0	-15	5	1
COc1ccccc1OCCNC(=O)C1CCN(C(C)=O)CC1	9	0	9	-2	-16	0.9	-14	6	0
CCc1ccc(/C=C\C(=O)N2CCCC2)cc1	13	-4	15	0	13	6.1	-79	12	0
CCOC(=O)c1cnc(SCCc2ccccc2)nc1N	5	-1	1	4	21	15	-165	-39	2
Cc1ccc(/C=N/n2c(COc3ccccc3)n[nH]c2=S)s1	39	-5	48*	2	39	-2.3	5	30	4
CCOC(=O)c1c(S(=O)(=O)N2CCN(c3ccc(C(C)=O)cc3)CC2)c(C)n(C)c1C	11	-4	14	2	26	2.1	3	7	1
COc1ccc(CC(=O)OCC(=O)c2c[nH]c3ccccc23)cc1	5	-1	6	-1	-31	-2.7	4	23	-4
CCOc1ccc(NC(=O)CN(C)C(=O)c2ccccc2Cc2ccccc2)cc1OCC	10	-4	-11	-6	-9	-0.8	-7	-2	0
Oc1ccccc1CNCC12CC3CC(CC(C3)C1)C2	2	-1	18	-1	32	-0.7	-3	17	3
N#Cc1c(N)sc(=S)c2c1CCN(Cc1ccccc1)C2	39	-3	6	1	24	11	-2	26	nt
Cc1cc(NC(=O)CN2C(=O)NC3(CCCCC3C)C2=O)no1 (stereo unspecified)	6	1	8	0	11	-0.3	-16	9	2
O=Cc1cccn1-c1c(C(=O)O)cnn1-c1ccccc1	27	3	9	1	11	-2.0	5	21	1
CC(Sc1nnc(CN2CCCC2)n1Cc1ccccc1)C(=O)Nc1ccc(F)cc1 (stereo unspecified)	10	5	1	-5	11	0.8	7	6	-1
COc1cccc(/C=C/C(=O)c2ccc3c(c2)OCO3)c1OC	53*	-2	33	0	26	2.1	24	35	-1
CCOC(=O)C1=C(C)NC2=C(C(=O)c3ccccc32)C1c1cccc2ccccc12 (stereo unspecified)	19	-2	8	7	17	0.4	26	-19	-1
Cc1c(CCO)sc[n+]1CC(=O)OC12CC3CC(CC(C3)C1)C2	-16	2	-80	-1	-43	-1.6	-15	12	0
O=C1C2CCCN2C(=O)N1CCCN1CCN(c2ccc([N+](=O)[O-])cc2)CC1 (stereo unspecified)	8	-4	-8	-1	7	-1.0	0	13	-2
CN(C(=O)CSc1nnc2n1CCCCC2)C1(C#N)CCCCC1	-2	-1	-2	-2	-14	-1.0	13	5	-3
COc1ccc2c(C(F)(F)F)cc(=O)oc2c1C	4	10	1	-3	1	-1.9	-47	-2	0
CN(CC(=O)NC(=O)NCc1ccco1)CC(=O)Nc1ccccc1Cl	-14	-3	-3	-1	4	0.2	6	-13	-2
CCN1CCN(C2=C(NS(=O)(=O)c3ccccc3)C(=O)c3ccccc3C2=O)CC1	9	-1	15	-1	4	4.0	37	26	2
Cc1ccc2oc(C(=O)N(C)Cc3ccon3)c(C)c2c1	12	0	-4	2	18	7.3	-109	26	0
O=C(O/N=C1\CCCCC1c1ccc([N+](=O)[O-])cc1[N+](=O)[O-])c1c(F)cccc1F (stereo unspecified)	41	6	32	0	27	-2.4	13	16	2
COc1ccc(OC)c(CN2CCC(C(=O)N3CCOCC3)CC2)c1	3	-1	-3	-1	0	-2.0	9	5	0
CCOc1ccc(N(CC(=O)NC2CCCC2)C(=O)CCC(=O)Nc2nccs2)cc1	10	-3	9	-2	-5	2.2	25	24	0
COC(=O)c1c(C(=O)OC)c(-c2ccc(Br)cc2)n2c1CS(=O)C2 (stereo unspecified)	12	-3	-18	-5	5	-0.2	17	19	2
Cn1c(=O)n(C)c2cc([N+](=O)[O-])c(N3CCN(S(=O)(=O)c4ccc(C(C)(C)C)cc4)CC3)cc21	33	0	25	4	34	14	60*	14	0
COC(=O)CCc1cccc(CCC(=O)OC)c1	15	-1	-5	2	0	0.2	10	15	1
NC(=O)c1cc([N+](=O)[O-])c(Cl)cc1NCc1ccccn1	-23	2	-24	1	-27	2.1	5	17	-1
CCN(CCCNC(=O)C1CCC(=O)N1Cc1ccc(F)cc1)c1cccc(C)c1 (stereo unspecified)	15	-3	8	-2	16	-0.4	22	-8	2
O=C(CNc1cccc2ccccc12)N/N=C/c1ccc([N+](=O)[O-])cc1	11	2	0	0	4	-1.3	-7	18	14*
Cc1cccc(-c2noc(-c3ccccc3C(=O)NCc3ccco3)n2)c1	24	-4	8	4	-5	6.9	-22	37	-1
CCCN(CC(=O)Nc1ccccc1OC)C(=O)CN1C(=O)NC2(CCCCC2)C1=O	-10	-3	-1	0	-3	-0.9	-4	19	-2
C=CCc1ccc(OCC(O)CN2CCN(Cc3ccccc3)CC2)c(OC)c1 (stereo unspecified)	-14	-1	7	-1	0	0.1	16	9	-1
COc1ccc(NC(=O)CCN2C(=O)C3C4C=CC(C4)C3C2=O)cc1 (stereo unspecified)	14	0	-6	0	1	1.1	0	-1	1
O=C(NCc1ccccc1)c1onc(CSc2ccccn2)c1C(=O)NCc1ccccc1	13	-3	6	-4	17	-3.1	-1	13	-8
COc1ccc(Nc2n[nH]c(N)c2C(N)=O)cc1	4	-2	6	5	5	3.3	14	5	-1
COC(=O)c1sccc1NC(=O)Cn1cnc2c1c(=O)n(C)c(=O)n2C	-7	-5	7	-4	-16	-4.0	7	-1	0
Cc1cc2c(SCC(=O)NCC3CCCO3)ncnc2s1 (stereo unspecified)	10	-3	-5	-1	7	-1.6	8	10	-1

An excerpt of the results above, as a working copy:
SMILES	tim23-1 inh	APJ ag	TIM10 inh	UPR XBP1 act	tim10-1 inh	CHOP UPR activ	Mdm2-MdmX inh	NALP3 yeast inh	GRIN3A LBD mod
O=C(NCc1ccccc1)c1onc(CSc2ccccn2)c1C(=O)NCc1ccccc1	13	-3	6	-4	17	-3.1	-1	13	-8
COc1ccc(Nc2n[nH]c(N)c2C(N)=O)cc1	4	-2	6	5	5	3.3	14	5	-1
COC(=O)c1sccc1NC(=O)Cn1cnc2c1c(=O)n(C)c(=O)n2C	-7	-5	7	-4	-16	-4.0	7	-1	0
Cc1cc2c(SCC(=O)NCC3CCCO3)ncnc2s1 (stereo unspecified)	10	-3	-5	-1	7	-1.6	8	10	-1

(more compounds)
SMILES	tim23-1 inh	APJ ag	TIM10 inh	UPR XBP1 act	tim10-1 inh	CHOP UPR activ	Mdm2-MdmX inh	NALP3 yeast inh	GRIN3A LBD mod
CCOc1ccc(C(=O)Nc2nnc(S(=O)(=O)N3CCCCC3)s2)cc1	9	-3	-12	-2	21	1.4	9	8	-7
Cc1ccc2c(-c3ccc([N+](=O)[O-])cc3)cc(=O)[nH]c2c1	3	-2	-20	0	-10	-0.4	38	6	1
CCOc1ccc(NCC2CCOC(C)(C)C2)cc1 (stereo unspecified)	3	0	6	-4	-2	3.9	-5	-8	2
CCCCn1c(N)c(N(CC(C)C)C(=O)CSCC(=O)Nc2ccc(C)cc2)c(=O)[nH]c1=O	9	-1	22	-1	0	-1.5	-17	4	2

Of the compounds above, 2 contain a COOH group.
SMILES	tim23-1 inh	APJ ag	TIM10 inh	UPR XBP1 act	tim10-1 inh	CHOP UPR activ	Mdm2-MdmX inh	NALP3 yeast inh	GRIN3A LBD mod
O=C(CSCc1ccccc1)Nc1ccccc1C(=O)Nc1ccc(C(=O)O)cc1	8	-2	6	-1	16	1.7	21	-2	-3
O=Cc1cccn1-c1c(C(=O)O)cnn1-c1ccccc1	27	3	9	1	11	-2.0	5	21	1

Screens as filed in PubChem.

No enrichment for hits. About 8.2% of those tested had a hit in this group.
